Assay outcomes from PubChem.
RORg inh: ROR gamma (mouse) transcription inhibition | P51450 | Drosophila S2 Gal4-RORgamma UAS-luciferase reporter, 20 h | Potency, µM (titrated, usually from 53.6 µM), for the others: at the highest dose activity change, negative = inhibition, hits mostly inhibitors | actives 5.4% (n = 310,000) | AID 2551; also: potency is read from the fitted curve at half-maximal effect; % is scaled to controls: 0 for no effect and ±100 for the full control effect; nearly all actives have a fitted effect of over 60% in size
Target sequence (P51450 whole entry, looked up, the tested form may be a part): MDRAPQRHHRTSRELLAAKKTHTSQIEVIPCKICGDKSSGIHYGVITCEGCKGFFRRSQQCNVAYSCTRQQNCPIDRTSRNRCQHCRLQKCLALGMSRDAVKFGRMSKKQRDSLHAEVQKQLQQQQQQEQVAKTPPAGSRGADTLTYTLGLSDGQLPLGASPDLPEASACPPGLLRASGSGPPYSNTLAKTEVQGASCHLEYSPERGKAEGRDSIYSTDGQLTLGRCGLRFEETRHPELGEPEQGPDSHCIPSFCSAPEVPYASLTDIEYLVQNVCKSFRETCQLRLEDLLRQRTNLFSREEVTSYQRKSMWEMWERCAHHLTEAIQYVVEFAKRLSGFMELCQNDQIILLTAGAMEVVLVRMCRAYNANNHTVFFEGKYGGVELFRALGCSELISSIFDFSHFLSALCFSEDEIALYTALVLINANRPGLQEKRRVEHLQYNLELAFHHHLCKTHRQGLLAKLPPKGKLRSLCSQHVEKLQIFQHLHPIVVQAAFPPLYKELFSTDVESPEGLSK
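Luminescence from a UAS-regulated Photinus luciferase reporter in stably transfected Drosophila Schneider cells is measured; decreased signal marks ROR gamma inhibition. Fusion expression is induced by 700 uM copper sulfate for 20 hr.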
ELG1 genotoxic: genotoxicity induction in ELG1-luciferase HEK293T cells; HEK293T ELG1-luciferase reporter, luminescence, 16 h; Potency, µM (highest dose often 46 µM), for inactives: at the top dose activity change, positive = activation, actives largely listed as activators; actives 1.3% (n = 330,000); also: potency is read from the fitted curve at half-maximal effect; % of control where 0% means no effect; nearly all actives have a fitted effect of over 60% in size
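16 hr compound incubation (37 °C, 5% CO2) of HEK293T cells carrying luciferase-tagged ELG1; luciferase then measured by ONE-Glo luminescence after 30 min at RT.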
Menin-MLL TR inh: menin-MLL binding inhibition, Texas Red mutant peptide; O00255; Menin + Texas Red MLL mutant peptide, fluorescence polarization; Potency, µM (highest dose often 61.6 µM), inactives show at the top dose FP activity change, negative = inhibition, hits mostly inhibitors; actives 0.23% (n = 270,000); active = well fitted inhibition curve with a large enough effect in the polarisation, with a control signal flat, not every such curve was filed as active; inconclusive = small, poorly fitted or top-dose-only effect, or effect the other way, or a change in a side signal; inactive = no such curve, though single readings can be large or run the other way; the % refers to the polarisation; also: potency is read from the fitted curve at half-maximal effect; % of control where 0% means no effect; many of its hits are not listed in these tables
Giardia kill: kills Giardia lamblia; actives 0.15% (n = 340,000); AID 540267; Giardia lamblia trophozoite viability; activity change, % at 7.66 µM, hits read low; in the data active = activity change below about -80%; inconclusive = between about -30% and that limit;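 also: parasites exposed to compound for two days anaerobically before the ATP read; % is scaled to controls: 0 for no effect and ±100 for the full control effect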
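Trophozoite viability was measured as ATP-dependent luminescence, read 15-30 min after reagent addition. Before that, parasites at 100 cells/well were exposed to compounds for 48 h, anaerobically, at 37 deg C.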
NPC1 prom act: activates the NPC1 promoter; Huh7 NPC1 promoter luciferase reporter, 24 h; Potency, µM (highest dose often 9.22 µM), inactives show at the highest dose activation, most hits filed as activators; actives 2.4% (n = 320,000); AID 485313;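 also: potency is read from the fitted curve at half-maximal effect; % of control where 0% means no effect; nearly all actives have a fitted effect of over 60% in size; reporter is driven by a mutant NPC1 promoter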
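NPC1 promoter–luciferase Huh7 cells; 24 h compound; luminescence.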
PKM2 activator: increases activity of human pyruvate kinase M2. P14618. purified PKM2, Kinase-Glo ATP luminescence, activation; response scale: 0% is enzyme alone, no compound. Potency, µM (highest dose often 57.5 µM), for inactives: top-dose activation, hits mostly activators. actives 0.34% (n = 260,000). AID 1631; also: potency is read from the fitted curve at half-maximal effect; % is scaled to controls: 0 for no effect and ±100 for the full control effect; nearly all actives have a fitted effect of over 55% in size
Target sequence (P14618 whole entry, looked up): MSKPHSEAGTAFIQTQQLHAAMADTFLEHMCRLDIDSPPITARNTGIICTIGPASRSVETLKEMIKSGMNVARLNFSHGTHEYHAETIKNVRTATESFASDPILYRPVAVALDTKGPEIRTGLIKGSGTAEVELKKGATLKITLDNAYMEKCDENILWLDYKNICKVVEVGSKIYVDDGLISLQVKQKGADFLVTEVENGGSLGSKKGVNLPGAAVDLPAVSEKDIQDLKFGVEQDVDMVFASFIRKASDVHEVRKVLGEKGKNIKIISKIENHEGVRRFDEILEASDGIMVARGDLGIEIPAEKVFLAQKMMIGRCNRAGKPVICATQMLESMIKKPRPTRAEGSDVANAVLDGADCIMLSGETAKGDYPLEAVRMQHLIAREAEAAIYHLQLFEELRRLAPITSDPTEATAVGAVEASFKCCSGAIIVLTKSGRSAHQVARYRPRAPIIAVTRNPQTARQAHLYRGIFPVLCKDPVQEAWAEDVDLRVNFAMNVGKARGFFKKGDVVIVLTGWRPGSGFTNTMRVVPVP
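Purified hPK-M2 (>95% pure) converted ADP (0.1 mM final) to ATP with 0.5 mM PEP in 50 mM imidazole pH7.2, KCl, MgCl2, Tween 20, BSA; 1 h at room temperature. ATP detected by Kinase-Glo luminescence.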
Gal4-VP16 FLuc: inhibits Gal4-VP16 luciferase reporter, ROR gamma counter-screen; Drosophila S2 Gal4-VP16 UAS-luciferase, luminescence, 20 h; actives 3.5% (n = 310,000); Potency, µM (doses to about 53.6 µM), for the others: at the top dose activity, negative = inhibition, most hits filed as inhibitors;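 also: Gal4-VP16 expression switched on by copper sulfate through the metallothionein promoter; potency is read from the fitted curve at half-maximal effect; % is scaled to controls: 0 for no effect and ±100 for the full control effect; nearly all actives have a fitted effect of over 50% in size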
FLuc modulator: inhibits or activates purified firefly luciferase, miR-21 counter-screen; actives 6.9% (n = 360,000); P08659; Potency, µM (titrated, usually from 57.5 µM), for inactives: at the highest dose activity change, negative = inhibition, hits mostly inhibitors; purified FLuc, Km substrates, luminescence inhibition;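 also: potency is read from the fitted curve at half-maximal effect; plate controls were vehicle for no effect and reference inhibitor for full effect; nearly all actives have a fitted effect of over 55% in size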
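Purified P. pyralis luciferase (10nM final) with 10uM D-luciferin and 10uM ATP (Km levels) in 50mM Tris acetate pH 7.5, 10mM Mg acetate, 0.01% Tween-20, 0.05% BSA; qHTS 6-point titration, ~60 µM downward; luminescence read.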
p53 reactivator: mutant p53 re-activation in reporter cells | AID 504706 | actives 0.063% (n = 320,000) | H1299 p53-A138V BP100-luciferase reporter, luminescence, 24 h | Potency, µM (top dose mostly 92.2 µM), for inactives: at the highest dose activity change, positive = activation, usual class: activators; also: potency is read from the fitted curve at half-maximal effect; % of control where 0% means no effect; nearly all actives have a fitted effect of over 45% in size
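H1299 (p53-null), stable ts p53-A138V + BP100-Luc; 1000 cells/well, Opti-MEM/10% FBS; cpd 4 pt, 1:5; 24 h, 37 deg C, 5% CO2; detection reagent 10 min RT; luminescence.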
BRCA1 expr act: BRCA1 expression activation. MCF7-BRCA1-FFLuc reporter, luminescence, 48 h; response scale: scaled: vehicle 0%, 10 µM genistein 100%. Potency, µM (doses to about 46.1 µM), for the others: at the top dose activation, usual class: activators. actives 1.1% (n = 380,000). AID 624202; also: potency is read from the fitted curve at half-maximal effect; nearly all actives have a fitted effect of over 80% in size; some results filed as inactive show a strong effect at the top dose
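Luminescence from a BRCA1-driven firefly luciferase in MCF7 cells was the read-out, taken 15 min after substrate addition following 48 h compound exposure at 37 °C. Data were normalized to a 10 microM genistein control and DMSO vehicle.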
Rab9 prom act: Rab9 promoter activation. Huh7 Rab9 promoter-luciferase reporter, luminescence, 24 h. Potency, µM (top dose mostly 9.22 µM), inactives show at the highest dose activation, negative = inhibition, actives largely listed as activators. actives 2.8% (n = 320,000). AID 485297; also: potency is read from the fitted curve at half-maximal effect; % of control where 0% means no effect; nearly all actives have a fitted effect of over 60% in size
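Rab9 promoter-driven luciferase in stably transfected Huh7 cells; 1500 cells/well rested 2 h, exposed to compound in DMSO for 24 h at 37 °C, 5% CO2. Luminescence read 10 min after adding luciferase reagent at ambient temperature.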
Starred values were filed as active, the others as inactive; ? = inconclusive; / = no result given; [ ] = dose if it differs, or a comment. Unless noted, calls follow the shape of the dose curve; as a rule, active = well fitted curve in the direction sought with a large enough effect; inconclusive = small, poorly fitted or top-dose-only effect, or another doubt; inactive = no such curve, though single readings can be large; an effect the other way counts as inactive or inconclusive. Only part of the results is shown; rates above refer to the full screens.

SMILES | RORg inh | ELG1 genotoxic | Menin-MLL TR inh | Giardia kill | NPC1 prom act | PKM2 activator | Gal4-VP16 FLuc | FLuc modulator | p53 reactivator | BRCA1 expr act | Rab9 prom act
C=CCn1c(O)c(C=NCCN(C)C)c(=O)[nH]c1=O | -2% | 2% | 11% | 21 | -4% | -12% | -7% | 2% | 1% | 11% | 4%
CC(=O)c1cc(C#N)c(N2CCN(C)CC2)nc1C | -2% | 6% | ? | -8 | -5% | -11% | 3% | 6% | 1% | 49% | -3%
O=C1C2CCCC1C(N1CCCC1)CC2 (stereo not drawn) | 6% | 3% | -1% | 28 | -1% | 0% | 3% | 0% | 2% | 8% | -11%
O=C(COC(=O)Cc1ccccc1)Nc1cccnc1Cl | 1% | 5% | -15% | -2 | -2% | -3% | 0% | -3% | 6% | -12% | 0%
COC(=O)CCC(=O)Nc1sc(Cc2ccccc2)c(C)c1C(N)=O | 29% | -9% | 10% | -23 | -1% | -24% | -2% | ? | 3% | -1% | 2%
CC1=C(C(=O)O)N2C(=O)C(NC(=O)CCCC(=O)O)C2SC1 (stereo not drawn) | -13% | 0% | -9% | 0 | -2% | -9% | 1% | -2% | -5% | 0% | -1%
CCc1ccc(N2C(=O)NC(=O)C(Cc3ccc(OC)cc3OC)C2=O)cc1 (stereo not drawn) | 9% | -4% | 4% | -6 | -5% | 11% | 7% | 11% | 0% | -7% | -4%
O=P(OCC(F)(F)C(F)F)(N1CCOCC1)N1CCOCC1 | -2% | 0% | -8% | -6 | -2% | -1% | 9% | 7% | -8% | -11% | 3%
CCOC(=O)c1c(C)[nH]c(C(=O)C(Cc2ccccc2)N(C)C)c1C (stereo not drawn) | 42% | 4% | / | -13 | 3% | -3% | 5% | ? | 12% | 17% | -4%
Cc1nc2ccccc2c(=O)n1-c1ccccn1 | -9% | 6% | 1% | 14 | -1% | -1% | -2% | 2% | -14% | 58% | 6%
O=[N+]([O-])c1ccccc1-c1cc(-c2ccccc2)cc(-c2ccccc2)[n+]1Cc1ccccc1Cl | / | -7% | / | -15 | -15% | / | / | 3% | -8% | -31% | -17%
Cc1ccc(C2C(S(C)(=O)=O)=C(O)C(=O)N2c2ccccc2)cc1 (stereo not drawn) (tested in a mixture with another compound) | -3% | 2% | -1% | -5 | 2% | 2% | -1% | 5% | -4% | -2% | -5%
CCN(CC)CCNC(=O)c1c(O)c2ccccc2n(Cc2ccccc2)c1=O | ? | 1% | -3% | -25 | -2% | 7% | 2% | 2% | 9% | -34% | -4%
O=C1CC(c2ccccc2)CN1 (stereo not drawn) | -3% | -1% | / | -4 | -4% | 2% | -10% | -1% | 5% | 7% | -4%
CCC(=NCc1ccco1)c1c(O)n(C2CCCCC2)c(=O)[nH]c1=O | ? | -1% | -1% | -14 | 0% | -1% | -10% | 4% | 0% | -29% | 3%
Cc1cccc(N2CCN(C(=O)c3ccc(CNc4c(N5CCC(C)CC5)c(=O)c4=O)cc3)CC2)c1C | -13% | -10% | -10% | -1 | -6% | 1% | -9% | ? | -1% | -6% | 1%
Cn1c(O)c(/C=N/NC(=O)c2ccncc2)c(=O)n(C)c1=S | 0% | -3% | / | 0 | -4% | 6% | -11% | ? | 2% | -36% | -1%
C/C=C(\C)C(=O)N[C@@H](c1ccccc1)[C@@H](O)C(=O)O[C@H]1C[C@@]2(O)[C@@H](OC(=O)c3ccccc3)C3[C@](C)(C(=O)[C@H](OC(C)=O)C(=C1C)C2(C)C)[C@@H](O)C[C@H]1OC[C@@]31OC(C)=O (stereo partly drawn) | ? | 4% | ? | 10 | -33% | -1% | -25% | 1% | / | -56% | -29%
COC(=O)C1=C(c2ccc(C(C)=O)cc2)C[C@@H]2CC[C@H]1N2C(=O)N1CCOCC1 | / | 4% | / | 0 | -5% | / | / | -2% | 6% | -15% | -9%
O=C1NC(=O)N(c2ccc3c(c2)OCO3)C(=O)/C1=C\c1ccc(N2CCCCC2)o1 | -3% | 9% | 37%[activator] | -6 | -1% | -3% | -10% | -1% | -12% | -3% | -2%
CN(C)c1ccc(NC(=O)CN2C(=O)CN=C(c3ccccc3)c3ccccc32)cc1 | 19% | 0% | 0% | 0 | 0% | 8% | 3% | -1% | -14% | -23% | -1%
CCCCCCn1c(O)c(/C=N/N2CCCCCC2)c(=O)[nH]c1=O | 43% | -3% | / | -20 | -4% | 3% | -4% | 5% | 2% | 9% | 0%
CN1C(=O)C(=Cc2ccccc2OCCOc2ccc([N+](=O)[O-])cc2)C(=O)N(C)C1=O | 4% | 0% | ? | 15 | -3% | 13% | -4% | ? | 25% | 23% | 0%
C=CCn1c(-c2ccc([N+](=O)[O-])cc2)n[nH]c1=S | 11µM* | 1% | -5% | -1 | -2% | -12% | ? | 4% | 4% | 11% | -5%
Cc1ccc(NC(=O)OC(C)CNC(=O)Oc2cccc(C)c2)cc1 (stereo not drawn) | ? | -12% | 3% | -5 | 16% | 14% | ? | 24µM* | 21% | 11µM* | 25%
Cc1ccc(-n2nc(C)c3c2NC(=O)CSC3c2ccc3c(c2)OCO3)cc1 (stereo not drawn) | 5% | -5% | -2% | -10 | 0% | ? | -3% | 0% | 5% | -15% | -1%
O=C(Nc1cccc(C(F)(F)F)c1)c1cccn(Cc2ccc3c(c2)OC(F)(F)O3)c1=O | ? | -7% | / | -13 | 1% | 2% | -14% | 2% | 2% | -25% | -2%
COc1ccc(C(=O)C2CCCN(Cc3ccccn3)C2)c(OC)c1 (stereo not drawn) | 10µM* | -2% | -7% | -3 | -2% | 4% | -12% | -3% | -3% | 0% | 0%
O=C(O)Cn1cc(C(=O)c2ccccc2F)c2ccccc21 | -2% | -2% | 1% | 8 | 1% | -12% | 4% | -1% | 16% | -4% | -1%
CC(C)(C)c1nc(NCc2ccc3c(c2)OCO3)c2nnn(Cc3ccccc3Cl)c2n1 | 21% | 1% | 2% | -12 | -8% | -1% | -4% | 8% | -1% | 27% | 1%
COc1ccc(OCC(=O)N2CCN(C3CCC(c4ccccc4)CC3)CC2)cc1 (stereo not drawn) | 0% | -6% | -11% | -21 | -2% | 9% | -7% | 2% | 4% | -5% | -3%
O=C(CSC1c2ccccc2-c2ccccc21)N/N=C/c1ccccc1O | 13µM* | -2% | -2% | -2 | -31%[inhibitor] | 12% | 18µM* | -2% | ? | / | -29%
O=C(NNc1c(F)c(F)cc(F)c1F)c1cc2ccccc2oc1=O | 29% | ? | -2% | 11 | ? | -2% | 1% | ? | 3% | 24% | 3.2µM*
COc1ccc(C2=NCc3nnc(C)n3-c3ccc(Cl)cc32)cc1Cl | ? | ? | 1% | -8 | -5% | -6% | 19% | 1% | -14% | -81% | -1%
COc1ccccc1-n1c(Cc2ccccc2)nc2ccccc2c1=O | ? | 1% | 0% | 11 | -6% | 3% | -2% | 1% | -3% | -23% | -16%
COc1ccc(CNC(=O)CCC(=O)N2C[C@H]3C[C@H](C2)c2cccc(=O)n2C3)cc1OC | -6% | -1% | 0% | 5 | 1% | -2% | 2% | 1% | 4% | 3% | 2%
O=C(c1ccc2c3c(cccc13)CC2)C1CCCN(Cc2ncc[nH]2)C1 (stereo not drawn) | -43% | -6% | -10% | 11 | -4% | -2% | -5% | -1% | -5% | -15% | -10%
CCOc1ccc(N(CC)S(=O)(=O)c2ccc3c(c2)oc(=O)n3C)cc1 | ? | -2% | ? | 4 | -3% | 0% | 8% | -6% | 8% | -76% | -1%
CN(C)C(Cc1ccccc1)C(=O)c1ccccc1 (stereo not drawn) | 8% | -3% | -8% | 3 | 9% | -7% | -9% | ? | 15% | 4% | 15%
Clc1cccc(Cl)c1Cn1nnc(N2CCCC2)n1 | 8% | 11% | / | 2 | ? | -4% | -8% | ? | 7% | 11µM* | ?
Cn1c2ccccc2c2c(C(=O)N3CCC4(CC3)OCCO4)cn(C3CCCCC3)c(=O)c21 | -12% | -7% | 2% | -2 | 2% | 12% | 0% | 5% | -4% | -34% | 1%
CCn1c(=O)cc(SCC(=O)N2CCC3(CC2)OCCO3)c2ccccc21 | -34% | ? | 1% | -2 | -6% | -7% | 5% | 2% | -25% | -23% | 2%

Limited to BRCA1 expr act, p53 reactivator and Menin-MLL TR inh, for two of the compounds above:
Compound | BRCA1 expr act | p53 reactivator | Menin-MLL TR inh
O=C(NNc1c(F)c(F)cc(F)c1F)c1cc2ccccc2oc1=O | 24% | 3% | -2%
COc1ccc(CNC(=O)CCC(=O)N2C[C@H]3C[C@H](C2)c2cccc(=O)n2C3)cc1OC | 3% | 4% | 0%
